Assay outcomes: PubChem, several laboratories
bCat KO growth – primary screen for growth suppressors in beta-catenin knockout HCT116 cells (colon tumor, human) | HCT116 beta-catenin knockout viability, CellTiter-Glo, 60 h; stronger effect = lower value | 140,000 tested, 1.5% active | viability, % at 10 µM;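 active means viability at or under a set limit, the compound median less 4 SD, cut at about 6% in these data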;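 further: 0% = Hyamine 1622 control at 20 µM and 100% = untreated cell control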
MRP-1 activ – H69AR viability gain despite doxorubicin, primary screen, MRP-1 activator project, H69AR cells, CellTiter-Glo; 140,000 tested, 0.61% active; viability rescue; AID 799, 2007; viability increase, % at 10 µM;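 active means viability gain under doxorubicin at or above a set limit, the compound median plus 3 SD, cut at about 4.7% in these data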;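 further: MRP-1 overexpressing cells given doxorubicin 25 µM after compound pretreatment; 18-22 h compound pretreatment then 72 h with doxorubicin before readout; 0% = doxorubicin-only wells and 100% = vehicle-treated cells without doxorubicin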
Measles CPE – compounds protecting cells from measles virus cytopathic effect, primary screen, measles RdRp inhibitor project, single point, MLSMR library, absorbance; 140,000 tested, 1.5% active; Measles virus-infected cells, CPE protection; protection (pct of control), % at 4 µM; in the data active means protection mostly above about 24%, no sharp cut-off; inactive means mostly below about 26%; further: some compounds called inactive have numbers as strong as hits
Yeast lifespan up – compounds extending yeast replicative lifespan, primary screen, S. cerevisiae, OD615. S. cerevisiae growth with nicotinamide; deaD strain in restrictive glucose medium. inhibition of the nicotinamide effect, % at 10 µM. 130,000 tested, 0.68% active. AID 775, 2007;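 active means inhibition above a set limit, placed 3 SD over the median of all compounds, cut at about 26% in these data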;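 further: 0% = nicotinamide-treated wells and 100% = cells grown without nicotinamide; some compounds called inactive have numbers as strong as hits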
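Assay system: DeaD-strain S. cerevisiae. Medium: CSMM-D glucose medium, restrictive. Reagent: nicotinamide, 1.5 mM, co-present with compound. Compound: 10 µM single point, 0.25% DMSO. Schedule: culture preincubation 4 h, compound exposure 48 h, both 30 °C. Detection: absorbance at 615 nm.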
GALR2 blocker – GALR2 antagonists in receptor-expressing cells, primary screen; Galanin receptor type 2 (Homo sapiens), O43603; antagonist mode; inhibition, % at 4 µM; 140,000 tested, 0.39% active; in the data active means inhibition above about 27%;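 further: cells stimulated with galanin 1-16 at roughly its EC80; 0% = agonist challenge control and 100% = basal control without agonist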
Target sequence (O43603 whole entry, looked up): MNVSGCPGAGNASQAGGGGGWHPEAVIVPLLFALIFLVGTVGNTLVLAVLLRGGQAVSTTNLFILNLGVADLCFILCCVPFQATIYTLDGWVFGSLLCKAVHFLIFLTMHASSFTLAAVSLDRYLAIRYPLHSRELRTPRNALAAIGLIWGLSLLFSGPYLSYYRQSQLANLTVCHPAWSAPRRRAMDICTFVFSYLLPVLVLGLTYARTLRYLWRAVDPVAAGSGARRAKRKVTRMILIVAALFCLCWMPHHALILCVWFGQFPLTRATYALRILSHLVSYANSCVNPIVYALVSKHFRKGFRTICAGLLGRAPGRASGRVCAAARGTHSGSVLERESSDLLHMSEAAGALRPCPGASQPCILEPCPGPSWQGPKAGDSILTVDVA
Phagocyt inh – inhibitors of macrophage phagocytosis, primary screen, imaging, J774A.1 cells, IgG beads | J774A.1 macrophage IgG-bead phagocytosis | inhibition, % at 5 µM | 110,000 tested, 0.07% active;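 active means inhibition above the mean of the plate negative controls plus 5 SD, cut at about 13% in these data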;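 further: phagocytic index as fraction of beads internalized from green versus red external bead signal; plate controls were DMSO negative control for no effect and cytochalasin-D positive control for full effect; some results beyond the cut were filed as inactive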
HCT116 PTEN-null – growth suppression of PTEN-null HCT116, primary screen, cell-based, CellTiter-Glo. HCT116 PTEN-null viability, 60 h; stronger effect = lower value. 140,000 tested, 1.2% active. viability, % at 10 µM;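 active means viability at or below a set limit, 4 SD under the median of all tested compounds, cut at about 3.7% in these data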;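 further: PTEN knockout HCT116 line with beta catenin targeted HCT116 as companion control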
NPY-Y2 antag – NPY-Y2 receptor antagonists, primary screen, cell-based | NPY-Y2 expressing cells, antagonist mode | AID 793, 2007 | inhibition, % at 2.7 µM | Neuropeptide Y receptor type 2 (Homo sapiens), P49146 | 140,000 tested, 0.99% active; in the data active means inhibition above about 17%;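 further: 0% = vehicle with agonist challenge and 100% = reference antagonist with challenge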
Target sequence (P49146 whole entry, looked up): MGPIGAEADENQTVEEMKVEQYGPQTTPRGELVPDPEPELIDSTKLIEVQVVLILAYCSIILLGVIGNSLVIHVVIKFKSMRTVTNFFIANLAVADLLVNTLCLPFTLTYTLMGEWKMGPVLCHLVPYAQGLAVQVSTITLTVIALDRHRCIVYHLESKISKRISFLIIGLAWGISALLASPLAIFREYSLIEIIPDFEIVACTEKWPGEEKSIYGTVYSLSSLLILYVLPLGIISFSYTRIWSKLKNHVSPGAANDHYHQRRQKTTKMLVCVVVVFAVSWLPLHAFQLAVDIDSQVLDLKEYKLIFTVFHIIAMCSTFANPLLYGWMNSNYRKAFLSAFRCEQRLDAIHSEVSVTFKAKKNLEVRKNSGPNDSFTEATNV
BB579 growth dn – growth inhibitors of yeast BB579 in restrictive medium, primary screen, yeast lifespan-shortening project, S. cerevisiae; OD615, 48 h; inhibition, % at 10 µM; 140,000 tested, 0.51% active;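 active means inhibition above a set limit, 3 SD over the mean compound inhibition, cut at about 44% in these data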; further: inactives centre near -24
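System: Saccharomyces cerevisiae DeaD strain BB579, replicative lifespan model yeast | Buffer or medium: Restrictive glucose-based CSMM-D medium | Times: 4 h preincubation and 48 h exposure at 30 °C | Detection: OD615 turbidity measurement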
E-sel TNF inh – E-selectin induction blockers in HUVEC – imaging, immunofluorescence, high content, primary screen; HUVEC TNFa-induced E-selectin immunofluorescence; inhibition, % at 2 µM; 120,000 tested, 0.71% active; AID 1246, 2008;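 active means inhibition above the batch mean plus 3 SD, and confirmed as a hit on visual image review, cut at about 43% in these data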;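 further: 0% = TNF-stimulated DMSO wells and 100% = unstimulated control wells; not every result past the cut was called active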
An asterisk follows results filed as active; . = not tested or not shown. This is a random part of the collection; about 6.3% have a hit in one of these screens.

SMILES	bCat KO growth	MRP-1 activ	Measles CPE	Yeast lifespan up	GALR2 blocker	Phagocyt inh	HCT116 PTEN-null	NPY-Y2 antag	BB579 growth dn	E-sel TNF inh
O=C(CSc1ccccc1C(=O)NCCCN1CCCC1=O)NCc1ccco1	91	-3.7	9	3	-1	.	91	1	-28	27
O=C(NC(=S)Nc1cccc(Cl)c1N1CCCCC1)c1ccc2c(c1)OCCO2	26	-3.3	4	6	-3	-2	24	4	-6	.
CCCCCC(=O)NC(NC(=S)N1CCOCC1)C(Cl)(Cl)Cl (stereo not given)	80	-0.6	23	.	9	.	81	1	-2	-45
O=C(CCNS(=O)(=O)c1ccc(Br)cc1)NCc1ccc2c(c1)OCO2	85	-2.0	5	-6	4	3	99	2	-16	.
O=C(COC(=O)c1ccccc1NS(=O)(=O)c1cccs1)NC1CCCCC1	95	0.0	5	4	-6	-4	94	4	-40	-23
O=C(CCc1ccccc1)N1CCN(c2ccc(Cl)cc2)CC1	93	-0.8	22	-1	-3	0	85	4	-8	-3
Cc1ccc(C)c(-n2c(SCC(=O)Nc3nnc(C)s3)nnc2-c2ccoc2C)c1	81	-1.7	5	-5	1	-1	82	1	-3	.
CCOC(=O)CSc1nc2c(sc(=S)n2-c2ccccc2)c(=O)[nH]1	97	-1.5	17	-1	-4	-3	102	7	-24	-20
CC(=O)Nc1ccc(SCC(=O)N(CCC#N)c2ccc(C)cc2)cc1	100	-1.7	.	-14	0	2	96	0	-34	2
CCc1nc2ccccc2n1CC(=O)N1CCN(S(=O)(=O)c2cccc(C(F)(F)F)c2)CC1	89	-2.6	11	-20	-7	.	93	-1	-13	-28
Cc1cc(Nc2cccc(Cl)c2)nc(NCc2ccccc2)n1	7	-5.4	20	-5	31*	-12	8	10	-15	.
Oc1ccc(N2CCN(c3ncnc4sc5c(c34)CCC5)CC2)cc1	95	-3.4	9	-4	-1	-2	91	4	-33	.
CC(=O)C1=C(C)N(Cc2ccccc2)C(=O)N[C@H]1c1cccc(C(F)(F)F)c1	74	-1.9	12	3	3	.	80	0	-23	-3
CSC1=NC2(CCCCC2)C2=C(CCCC2)N1	84	-0.7	4	.	21	-1	102	2	-36	-24
CCOC(=O)c1cccc(NC(=O)CCc2nc(-c3ccccc3F)no2)c1	92	1.9	1	-4	-2	-1	106	3	-16	-14
CC(OC(=O)c1cc2c(s1)CCCCC2)C(=O)NC(N)=O (stereo not given)	93	0.7	2	0	-10	-8	88	2	-32	-2
CCCc1nc(C)c(-c2ccc(OC)c(OC)c2)c(=O)[nH]1	92	-2.8	24	2	-10	-2	105	4	-46	-7
Cn1c(=O)[nH]c(=O)c2c1ncn2CCN1CCCCC1	91	-0.6	22	2	3	0	104	1	-27	3
O=C(Nc1cccnc1)C1CC(c2ccc(Cl)c(Cl)c2)=NO1 (stereo not given)	93	6.0*	8	-18	-11	0	81	1	-32	-7
COC(=O)c1ccc(CN2C(=O)c3ccccc3S2(=O)=O)cc1	97	-0.8	11	-2	1	-1	98	3	-35	-21
COC(=O)CSC1=C(C#N)C(c2cccc(OC)c2)CC(=O)N1 (stereo not given)	84	-0.4	6	-3	8	0	78	5	-46	.
O=C(Nc1ccccc1)N(CCCN1CCOCC1)Cc1ccccc1F	90	-3.6	19	0	-11	0	95	7	-24	.
O=[N+]([O-])c1ccc(Nc2ccccc2)nc1	98	0.4	8	-8	1	-5	97	0	-15	31
Nc1c(C(=O)Nc2nc3ccccc3s2)sc2nc(-c3cccs3)ccc12	-0.1*	-6.9	-2	-7	41*	3	0.1*	-2	-56	-33
COc1ccc(/C=C/C(=O)Oc2ccc(/C=N/NC(=O)COc3c(C)cccc3C)cc2)cc1	58	-1.3	3	-9	-6	0	72	1	-39	-16

Record cards, as listed above:
`CCc1nc2ccccc2n1CC(=O)N1CCN(S(=O)(=O)c2cccc(C(F)(F)F)c2)CC1` is entered as bCat KO growth = 89; MRP-1 activ = -2.6; Measles CPE = 11; Yeast lifespan up = -20; GALR2 blocker = -7; Phagocyt inh = .; HCT116 PTEN-null = 93; NPY-Y2 antag = -1; BB579 growth dn = -13; E-sel TNF inh = -28
`CCOC(=O)CSc1nc2c(sc(=S)n2-c2ccccc2)c(=O)[nH]1` is entered as bCat KO growth = 97; MRP-1 activ = -1.5; Measles CPE = 17; Yeast lifespan up = -1; GALR2 blocker = -4; Phagocyt inh = -3; HCT116 PTEN-null = 102; NPY-Y2 antag = 7; BB579 growth dn = -24; E-sel TNF inh = -20

Remaining list, next part
SMILES	bCat KO growth	MRP-1 activ	Measles CPE	Yeast lifespan up	GALR2 blocker	Phagocyt inh	HCT116 PTEN-null	NPY-Y2 antag	BB579 growth dn	E-sel TNF inh
O=C(Nc1ccccn1)c1cccc(S(=O)(=O)N2CCCCC2)c1	78	-3.3	8	-7	0	.	97	2	-21	-11
COc1ccc(N2CCN(C(=O)c3ccc4c(Cl)c5c(nc4c3)CCCC5)CC2)cc1	67	-3.4	4	1	-6	.	83	2	-37	-31
CCOC(=O)c1sc(NC(=O)CCCn2nc([N+](=O)[O-])c(Cl)c2C)c(C(=O)OCC)c1C	83	0.0	17	-5	-1	-7	85	1	-40	.
O=C1CSC(c2cn(-c3ccccc3)nc2-c2ccccc2)N1Cc1ccco1 (stereo not given)	70	-1.8	28	-6	-10	2	76	4	-50	-3
COc1ccc(OC)c(-c2nnc(SCC(=O)N3CCCc4ccccc43)o2)c1	89	-3.3	25	11	4	-1	94	6	-33	-48
COC(=O)c1sc2nc(SCc3ccccc3C)n(N)c(=O)c2c1C	83	-2.2	6	-3	-2	-4	105	2	-20	-20
CCOC(=O)c1c(NC(=O)C2C3C=CC(C3)C2C(=O)O)sc2c1CCC(CC)C2 (stereo not given)	90	-2.6	29	42*	-3	-2	80	4	-15	.
Cc1ccc(S(=O)(=O)N2CCN(C(=O)c3ccccc3)C2C(C)C)cc1 (stereo not given)	75	0.3	10	-9	13	.	87	-1	-8	-5
CCOCCCNC(=O)C1CCN(S(=O)(=O)N2CCCCC2)CC1	86	-2.0	1	-4	-10	2	96	1	7	.
CNC(=O)CSc1nc2nn(-c3ccccc3)c(=O)c-2c2n1CCCCC2	63	-2.5	9	-14	8	-2	56	0	-7	-43
Fc1ccc2[nH]c3c(N4CCN(Cc5ccc6c(c5)OCO6)CC4)ncnc3c2c1	.	.	.	.	45*	-2	.	4	.	11
COc1ccc(NC(=O)CN2CCCC(C)C2)c([N+](=O)[O-])c1 (stereo not given)	87	1.5	11	1	1	0	96	4	-47	18
CC(C)Sc1nnc([C@H](C)NC(=O)OC(C)(C)C)o1	95	-0.7	11	4	3	-1	87	0	17	-4
Cc1cccc(N2CCN(C(=O)C(C)n3nc(C)n4c(cc5occc54)c3=O)CC2)c1C (stereo not given)	76	2.2	6	-9	1	0	83	2	-23	27
CN(Cc1ccccc1)C(=O)C1CCN(Cc2ccc(F)cc2)CC1	89	-3.5	6	-1	12	0	87	3	-7	-37
O=C(NCc1ccco1)C1CCCN(S(=O)(=O)c2ccc(Cl)cc2)C1 (stereo not given)	85	-2.4	24	-18	0	0	99	3	9	.
NNc1nc(-c2ccccc2Cl)nc2sc3c(c12)CCCC3	86	-1.2	3	-7	5	-9	77	-1	18	.
CCOC(=O)C(C)c1nn(C)c(=O)c2ccccc12 (stereo not given)	73	-1.8	2	-21	7	0	76	2	3	.
Cn1cc2c(=O)n(/N=C/c3ccccc3)cnc2n1	91	-1.0	8	1	0	-9	96	5	-35	.
CCN(CC)C(=O)NC1CC(=O)N(c2ccc(OC)cc2)C1 (stereo not given)	96	-0.3	16	-1	8	-14	92	1	2	.
NC(=O)c1ccccc1NC(=O)CCN1C(=O)c2ccccc2C1=O	97	-0.8	7	-19	8	0	88	1	-25	-4
Cn1c(SCc2cc(=O)n3cc(Br)ccc3n2)nnc1C1COc2ccccc2O1 (stereo not given)	81	-0.6	7	-9	-1	0	90	3	-105	5
Cc1cc(C)nc(N2CCCC(C(=O)Nc3ccc4nc(C)c(C)nc4c3)C2)n1 (stereo not given)	95	-2.7	4	-22	1	0	96	-1	-42	-8
Cn1c(SCC(=O)Nc2ccc3c(c2)oc2ccccc23)nnc1-c1ccccc1	80	-1.2	4	-3	13	2	92	-1	-53	-37
CCCc1nc(-c2ccc(-c3ccc(F)cc3)cc2)no1	80	1.0	3	-11	-13	1	89	2	-96	6

Some of the entries above in another layout.
SMILES | bCat KO growth | MRP-1 activ | Measles CPE | Yeast lifespan up | GALR2 blocker | Phagocyt inh | HCT116 PTEN-null | NPY-Y2 antag | BB579 growth dn | E-sel TNF inh
O=C(NCc1ccco1)C1CCCN(S(=O)(=O)c2ccc(Cl)cc2)C1 (stereo not given) | 85 | -2.4 | 24 | -18 | 0 | 0 | 99 | 3 | 9 | .
NNc1nc(-c2ccccc2Cl)nc2sc3c(c12)CCCC3 | 86 | -1.2 | 3 | -7 | 5 | -9 | 77 | -1 | 18 | .
CCOC(=O)C(C)c1nn(C)c(=O)c2ccccc12 (stereo not given) | 73 | -1.8 | 2 | -21 | 7 | 0 | 76 | 2 | 3 | .
Cn1cc2c(=O)n(/N=C/c3ccccc3)cnc2n1 | 91 | -1.0 | 8 | 1 | 0 | -9 | 96 | 5 | -35 | .

Further entries follow.
SMILES	bCat KO growth	MRP-1 activ	Measles CPE	Yeast lifespan up	GALR2 blocker	Phagocyt inh	HCT116 PTEN-null	NPY-Y2 antag	BB579 growth dn	E-sel TNF inh
Cc1nc2ccc(N=NC3=C(O)CCCC3=O)cc2s1	75	-4.0	14	-36	-4	.	80	-1	2	44
O=C(COC(=O)c1cccnc1Cl)NCc1ccc2c(c1)OCO2	90	1.0	33*	4	8	-4	88	11	10	.
Cc1ccc(NC(=O)Cn2cncc2-c2ccc([N+](=O)[O-])cc2)cc1C	90	-2.2	21	-14	-4	3	99	9	-67	-1
CC1CCCN(C(=O)CSc2nnc(-c3cccnc3)n2C2CCCCC2)C1 (stereo not given)	103	-3.5	6	-12	-12	-1	92	1	-41	-10
Cc1csc(NC(=O)c2nn(C)c(C)c2[N+](=O)[O-])n1	91	-1.4	22	-2	11	-2	94	-1	-3	6
Cn1ncc2nnn(-c3ccccc3)c(=O)c21	104	0.4	7	-9	-4	0	98	6	-19	.
COc1ccc(-n2nc3c(c2NC(=O)C2CCCC2)CS(=O)C3)cc1 (stereo not given)	98	-3.2	13	-2	-2	0	97	0	-5	.
